Screening data: PubChem BioAssay, The Scripps Research Institute Molecular Screening Center
ARFGAP1 inhibitor – inhibitors of rat ARFGAP1; Arfgap1-stimulated ARF1 GTP hydrolysis, GDP FP detection; inhibition, % at 16.5 µM; 0.26% of 360,000 active;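 active = inhibition above a per-plate limit, mean inhibition of low control wells plus 3 SD, cut at about 25% in these data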;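 also: 0% = DMSO wells with enzyme and 100% = wells lacking Arfgap1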
Target sequence (Q62848 1-136 limits assumed): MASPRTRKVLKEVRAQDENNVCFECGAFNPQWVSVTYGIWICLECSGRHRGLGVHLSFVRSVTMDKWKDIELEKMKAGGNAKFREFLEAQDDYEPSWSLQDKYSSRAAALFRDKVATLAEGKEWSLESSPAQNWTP
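System: truncated rat Arfgap1 GAP domain / Medium: HEPES-based buffer, pH 7.5 / Also added: N-terminally truncated human ARF1-GTP substrate / Incubation: enzyme reaction 120 min at 25 °C after 20 min preincubation / Measured by: FP of antibody-bound GDP Alexa 633 tracer, ex 620/em 688 nm / Replicates: singlicate, each compound tested once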
PLCg1 inh – blocks human PLC-gamma1 enzyme activity; P19174; 0.84% of 370,000 active; purified PLC-gamma1, fluorogenic substrate, fluorescence; AID 720700; inhibition, % at 12.2 µM; in the data active = inhibition above about 9.5%
MBD2 inh – blocks human MBD2 binding to methylated DNA; Q9UBB5; TR-FRET, MBD2 binding to methylated oligonucleotide; inhibition, % at 4.4 µM; 0.31% of 370,000 active; AID 686964; in the data active = inhibition above about 13%
UHRF1 binding – blocks human UHRF1 binding to methylated DNA; Q96T88; UHRF1 binding to methylated oligo, TR-FRET; inhibition, % at 4.4 µM; 0.75% of 370,000 active; AID 687016; in the data active = inhibition above about 21%;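 also: UHRF1 SRA domain binding a hemimethylated CpG hairpin DNA probe; 0% = median of test compound wells and 100% = reference inhibitor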
ADAM17 inh – inhibitors of human ADAM17; P78536; recombinant ADAM17, EDANS/DABCYL FRET peptide cleavage; inhibition, % at 6.95 µM; 0.83% of 370,000 active;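 active = inhibition above the mean of compounds lying between control limits plus 3 SD, set per campaign, cut at about 8.5% in these data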;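 also: 0% = DMSO-only wells as the low control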
ASAP1 GAP inh – ASAP1 ArfGAP inhibition; AID 624377; inhibition, % at 16.5 µM; Q9ULH1; 0.19% of 360,000 active; ASAP1-stimulated ARF1 GTP hydrolysis, GDP FP detection; in the data active = inhibition above about 25%;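 also: 0% = vehicle with enzyme and substrate and 100% = no enzyme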
Target sequence (Q9ULH1 325-724 limits assumed): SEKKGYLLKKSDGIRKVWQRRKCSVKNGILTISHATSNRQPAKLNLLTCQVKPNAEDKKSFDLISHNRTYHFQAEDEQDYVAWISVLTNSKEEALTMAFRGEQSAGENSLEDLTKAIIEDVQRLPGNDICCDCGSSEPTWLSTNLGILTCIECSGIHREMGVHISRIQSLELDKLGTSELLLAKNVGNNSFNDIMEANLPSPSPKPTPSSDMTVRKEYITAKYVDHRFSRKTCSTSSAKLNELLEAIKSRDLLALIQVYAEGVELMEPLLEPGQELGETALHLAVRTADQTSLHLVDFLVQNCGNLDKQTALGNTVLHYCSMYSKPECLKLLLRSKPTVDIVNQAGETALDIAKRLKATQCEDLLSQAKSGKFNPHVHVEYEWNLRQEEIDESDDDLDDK
Tn6 DDE FP – DD(E)-Tn6 binding inhibition, primary FP screen; 0.21% of 370,000 active; P02675; inhibition, % at 8.3 µM; Fibrin DD(E) TRITC-Tn6 fluorescence polarization displacement;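 active = inhibition above a per-campaign cutoff: mean of compounds within control limits plus 3 SD, cut at about 15% in these data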;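 also: 0% = median of all compound wells on the plate and 100% = blocking peptide control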
Target sequence (P02675 whole entry, looked up): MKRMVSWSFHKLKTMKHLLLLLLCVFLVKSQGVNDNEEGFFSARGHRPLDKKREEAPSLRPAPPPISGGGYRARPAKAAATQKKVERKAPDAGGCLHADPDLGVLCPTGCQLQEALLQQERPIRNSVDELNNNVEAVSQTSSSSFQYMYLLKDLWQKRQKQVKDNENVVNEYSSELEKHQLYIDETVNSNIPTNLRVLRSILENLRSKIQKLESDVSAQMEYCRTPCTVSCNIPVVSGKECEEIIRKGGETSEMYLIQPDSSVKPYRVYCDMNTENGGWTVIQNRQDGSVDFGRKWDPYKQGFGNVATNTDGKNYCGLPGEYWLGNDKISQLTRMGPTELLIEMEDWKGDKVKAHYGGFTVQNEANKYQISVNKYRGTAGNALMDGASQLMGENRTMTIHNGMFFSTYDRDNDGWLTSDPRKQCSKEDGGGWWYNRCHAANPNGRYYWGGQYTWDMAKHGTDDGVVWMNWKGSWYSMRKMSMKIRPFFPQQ
proKLK7 act – proKLK7 (human) activation, primary screen | P49862 | purified proKLK7, EDANS-DABCYL substrate fluorescence; 100% is mature enzyme control, 0% vehicle | activation, % at 7 µM | 0.9% of 370,000 active | AID 652039;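 active = activation above the mean of all tested compounds plus 3 SD, computed per campaign excluding outliers beyond control limits, cut at about 13% in these data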
PLCb3 inh – blocks human PLC-beta3 enzyme activity | Q01970 | Purified PLC-beta3, fluorogenic substrate, fluorescence | AID 720704 | 0.18% of 370,000 active | inhibition, % at 12.2 µM; in the data active = inhibition above about 11%;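 also: 0% = median of compound wells on plate and 100% = full blocker control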
DDE Tn7 FP inh – inhibitors of Tn7 peptide binding to human fibrin DD(E) | P02675 | FP displacement of FITC-Tn7 peptide from fibrin DD(E); 0% = median of compound wells per plate | inhibition, % at 8.3 µM | 0.13% of 370,000 active;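 active = inhibition above the mean of compounds falling within the control limits plus 3 SD of them, cut at about 14% in these data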;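 also: 0% = plate median of compound wells and 100% = 10 µM Aha-Tn7 peptide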
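Assay system: human fibrin DD(E). Input: DD(E) 2 µM final. Medium: Tris buffer with calcium and detergent, pH 7.8. Compound dosing: single point at 8.3 µM. Timing: 10 min plus 3 h, room temperature. Technique: fluorescence polarization of the labelled Tn7 tracer. Read-out: percent inhibition. Replicates: singlicate testing.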
Numbers without * were called inactive. A portion of the library; rates above refer to the full screens.

How did CCOP(=O)(OCC)/C(C#N)=C/c1ccoc1 do in these assays?
ARFGAP1 inhibitor: 9.0; PLCg1 inh: -32.1; MBD2 inh: -5.7; UHRF1 binding: 1.6; ADAM17 inh: -13.7; ASAP1 GAP inh: 12.1; Tn6 DDE FP: 2.2; proKLK7 act: 1.5; PLCb3 inh: -58.1; DDE Tn7 FP inh: 0.4

Results for Cc1cc(N2CCCC2)ccc1C=C(C#N)C#N ?
ARFGAP1 inhibitor: 4.9; PLCg1 inh: -1.4; MBD2 inh: 2.9; UHRF1 binding: -1.0; ADAM17 inh: -6.1; ASAP1 GAP inh: 9.5; Tn6 DDE FP: 5.8; proKLK7 act: -0.1; PLCb3 inh: -8.6; DDE Tn7 FP inh: -1.2

What do the screens show for `C=CCNC(=S)Nc1ccc(OC(=O)Nc2ccc(Cl)c(Cl)c2)cc1`?
ARFGAP1 inhibitor: -3.3; PLCg1 inh: 2.9; MBD2 inh: 2.2; UHRF1 binding: -0.3; ADAM17 inh: -1.8; ASAP1 GAP inh: 7.4; Tn6 DDE FP: -8.3; proKLK7 act: -0.2; PLCb3 inh: -4.6; DDE Tn7 FP inh: -4.6

How did COc1ccc(OC(=O)N(C)C[C@@H]2OCc3cnnn3CCCC(=O)N([C@@H](C)CO)C[C@H]2C)cc1 do in these assays?
ARFGAP1 inhibitor: -10.2; PLCg1 inh: 0.8; MBD2 inh: -2.5; UHRF1 binding: -0.9; ADAM17 inh: -1.0; ASAP1 GAP inh: -4.7; Tn6 DDE FP: -2.7; proKLK7 act: -0.5; PLCb3 inh: 4.2; DDE Tn7 FP inh: 6.6

How did COc1ccc(CNCCc2c(C)[nH]c3ccc(OC(F)(F)F)cc23)c(OC)c1 do in these assays?
ARFGAP1 inhibitor: 0.6; PLCg1 inh: 2.8; MBD2 inh: -3.1; UHRF1 binding: 1.5; ADAM17 inh: -0.9; ASAP1 GAP inh: -0.4; Tn6 DDE FP: -1.9; proKLK7 act: 0.2; PLCb3 inh: -1.9; DDE Tn7 FP inh: -0.7

How did c1ccc(-c2nnc(C3CC(c4cccnc4)=NO3)o2)cc1 (configuration not stated) do in these assays?
ARFGAP1 inhibitor: 3.4; PLCg1 inh: -2.6; MBD2 inh: 4.6; UHRF1 binding: 1.1; ADAM17 inh: -11.7; ASAP1 GAP inh: 5.9; Tn6 DDE FP: -2.2; proKLK7 act: 0.2; PLCb3 inh: -3.1; DDE Tn7 FP inh: 3.7

How did O=C(Nc1ccccc1)OC1CN=C(N[N+](=O)[O-])NC1 (configuration not stated) do in these assays?
ARFGAP1 inhibitor: -3.6; PLCg1 inh: 1.6; MBD2 inh: -0.6; UHRF1 binding: -1.1; ADAM17 inh: -2.5; ASAP1 GAP inh: 1.1; Tn6 DDE FP: -8.8; proKLK7 act: 0.3; PLCb3 inh: 1.0; DDE Tn7 FP inh: 4.9

What do the screens show for `Cc1cccc(C)c1-n1nnnc1C(c1cccc2ccccc12)N1CCC2(CC1)C(=O)NCN2c1ccccc1` (configuration not stated)?
ARFGAP1 inhibitor: 8.5; PLCg1 inh: 3.4; MBD2 inh: -1.6; UHRF1 binding: 1.2; ADAM17 inh: 2.9; ASAP1 GAP inh: 6.9; Tn6 DDE FP: 7.4; proKLK7 act: -0.2; PLCb3 inh: 6.3; DDE Tn7 FP inh: -11.1

How did O=c1c(C=Nc2cccnc2Cl)c(O)n(CCCCl)c(=O)n1C1CCCCC1 do in these assays?
ARFGAP1 inhibitor: 5.7; PLCg1 inh: 0.8; MBD2 inh: -6.0; UHRF1 binding: -5.0; ADAM17 inh: 1.1; ASAP1 GAP inh: 8.7; Tn6 DDE FP: -1.3; proKLK7 act: 0.4; PLCb3 inh: -0.1; DDE Tn7 FP inh: -4.0

What do the screens show for `COc1ccc(C(=O)N2C[C@H]3C[C@@H](C2)c2cccc(=O)n2C3)cc1OC`?
ARFGAP1 inhibitor: 11.3; PLCg1 inh: 0.2; MBD2 inh: 1.1; UHRF1 binding: 1.4; ADAM17 inh: 0.4; ASAP1 GAP inh: -4.4; Tn6 DDE FP: 7.4; proKLK7 act: 0.3; PLCb3 inh: 3.2; DDE Tn7 FP inh: -5.2

How did Cc1ccc(-n2c(O)c(C=NCCCn3ccnc3)c(=O)[nH]c2=O)cc1 do in these assays?
ARFGAP1 inhibitor: 10.2; PLCg1 inh: -0.2; MBD2 inh: -1.3; UHRF1 binding: 0.7; ADAM17 inh: -3.3; ASAP1 GAP inh: -0.4; Tn6 DDE FP: 3.1; proKLK7 act: 0.2; PLCb3 inh: -3.2; DDE Tn7 FP inh: 7.1

How did O=C(c1ccccc1)C1CCCN(Cc2nc(-c3cnccn3)no2)C1 (configuration not stated) do in these assays?
ARFGAP1 inhibitor: 0.3; PLCg1 inh: 1.6; MBD2 inh: -6.2; UHRF1 binding: 1.0; ADAM17 inh: -2.5; ASAP1 GAP inh: 0.4; Tn6 DDE FP: -2.2; proKLK7 act: -0.2; PLCb3 inh: -0.6; DDE Tn7 FP inh: 4.6

How did CCOc1ccc2nc(N=Nc3c(O)[nH]c(=S)[nH]c3=O)sc2c1 do in these assays?
ARFGAP1 inhibitor: 7.6; PLCg1 inh: 0.3; MBD2 inh: -10.9; UHRF1 binding: -12.1; ADAM17 inh: 0.0; ASAP1 GAP inh: 7.3; Tn6 DDE FP: -0.9; proKLK7 act: -0.2; PLCb3 inh: -4.7; DDE Tn7 FP inh: -4.2

What do the screens show for `CC(C)NS(=O)(=O)c1ccc(OCC(=O)N2CCN(Cc3ccccc3)CC2)c(Cl)c1`?
ARFGAP1 inhibitor: -1.3; PLCg1 inh: -3.3; MBD2 inh: 4.6; UHRF1 binding: 1.9; ADAM17 inh: 1.6; ASAP1 GAP inh: -1.0; Tn6 DDE FP: 2.1; proKLK7 act: 0.3; PLCb3 inh: 4.2; DDE Tn7 FP inh: 0.3

What do the screens show for `C#CCOCOCC#CCN(CC)CC`?
ARFGAP1 inhibitor: 9.9; PLCg1 inh: 6.0; MBD2 inh: 2.0; UHRF1 binding: 9.2; ADAM17 inh: -1.7; ASAP1 GAP inh: -2.3; Tn6 DDE FP: 7.1; proKLK7 act: 0.2; PLCb3 inh: -0.1; DDE Tn7 FP inh: -7.5

What do the screens show for `CC(C)N1CC=C(c2c[nH]c3ccccc23)CC1`?
ARFGAP1 inhibitor: -12.8; PLCg1 inh: -25.1; MBD2 inh: 1.0; UHRF1 binding: -1.5; ADAM17 inh: -6.0; ASAP1 GAP inh: 3.6; Tn6 DDE FP: -2.9; proKLK7 act: 0.2; PLCb3 inh: -25.3; DDE Tn7 FP inh: 1.1

Results for CCC(=NCCc1ccccc1)c1c(O)[nH]c(=O)[nH]c1=O ?
ARFGAP1 inhibitor: -9.9; PLCg1 inh: 1.9; MBD2 inh: 1.8; UHRF1 binding: 3.9; ADAM17 inh: 0.4; ASAP1 GAP inh: 8.9; Tn6 DDE FP: -3.5; proKLK7 act: -0.1; PLCb3 inh: -1.8; DDE Tn7 FP inh: -4.0

What do the screens show for `NC(Cc1ccccc1)Cc1ccccc1`?
ARFGAP1 inhibitor: 2.9; PLCg1 inh: 1.1; MBD2 inh: -3.4; UHRF1 binding: 0.1; ADAM17 inh: -1.3; ASAP1 GAP inh: -7.7; Tn6 DDE FP: 5.3; proKLK7 act: -0.4; PLCb3 inh: -2.4; DDE Tn7 FP inh: 1.1

What do the screens show for `CCOC(=O)[C@]12Cc3cc4ccccc4cc3[C@H]1N(Cc1ccccc1)C(=O)c1cc(OC)ccc12`?
ARFGAP1 inhibitor: -8.9; PLCg1 inh: 2.9; MBD2 inh: -2.2; UHRF1 binding: 0.0; ADAM17 inh: 2.2; ASAP1 GAP inh: -6.8; Tn6 DDE FP: -0.8; proKLK7 act: -0.1; PLCb3 inh: 1.7; DDE Tn7 FP inh: -3.4

What do the screens show for `O=C(CCCn1c(=O)[nH]c2cc(Cl)ccc2c1=O)N1CCC2(CC1)OCCO2`?
ARFGAP1 inhibitor: -7.9; PLCg1 inh: -2.3; MBD2 inh: 1.2; UHRF1 binding: -1.3; ADAM17 inh: 0.7; ASAP1 GAP inh: 0.4; Tn6 DDE FP: 1.1; proKLK7 act: 0.2; PLCb3 inh: -2.1; DDE Tn7 FP inh: -0.6

Grouped by structure, the entries above containing a carbonyl joined to an NH by a bond outside any ring (two)
What do the screens show for `C=CCNC(=S)Nc1ccc(OC(=O)Nc2ccc(Cl)c(Cl)c2)cc1`?
ARFGAP1 inhibitor: -3.3; PLCg1 inh: 2.9; MBD2 inh: 2.2; UHRF1 binding: -0.3; ADAM17 inh: -1.8; ASAP1 GAP inh: 7.4; Tn6 DDE FP: -8.3; proKLK7 act: -0.2; PLCb3 inh: -4.6; DDE Tn7 FP inh: -4.6

How did O=C(Nc1ccccc1)OC1CN=C(N[N+](=O)[O-])NC1 (configuration not stated) do in these assays?
ARFGAP1 inhibitor: -3.6; PLCg1 inh: 1.6; MBD2 inh: -0.6; UHRF1 binding: -1.1; ADAM17 inh: -2.5; ASAP1 GAP inh: 1.1; Tn6 DDE FP: -8.8; proKLK7 act: 0.3; PLCb3 inh: 1.0; DDE Tn7 FP inh: 4.9

More structures
How did COC(=O)C1C(c2ccccc2)CC2CCC1N2C (configuration not stated) do in these assays?
ARFGAP1 inhibitor: 1.8; PLCg1 inh: -0.6; MBD2 inh: 1.1; UHRF1 binding: -2.0; ADAM17 inh: -1.8; ASAP1 GAP inh: -6.3; Tn6 DDE FP: 1.6; proKLK7 act: -0.1; PLCb3 inh: -0.8; DDE Tn7 FP inh: -15.1

How did COC(=O)C1=C(c2ccc(OCc3ccccc3)cc2)C[C@@H]2CC[C@H]1N2C(=O)NCc1ccccc1 do in these assays?
ARFGAP1 inhibitor: -18.8; PLCg1 inh: 1.0; MBD2 inh: -0.7; UHRF1 binding: -3.0; ADAM17 inh: -2.4; ASAP1 GAP inh: 13.9; Tn6 DDE FP: -0.2; proKLK7 act: 0.1; PLCb3 inh: 0.5; DDE Tn7 FP inh: 0.6

How did Fc1cccc(CN2CCN(c3ccc(Cl)cc3)CC2)c1 do in these assays?
ARFGAP1 inhibitor: 7.0; PLCg1 inh: -1.4; MBD2 inh: -4.3; UHRF1 binding: 0.8; ADAM17 inh: -1.5; ASAP1 GAP inh: -11.9; Tn6 DDE FP: -2.2; proKLK7 act: 0.1; PLCb3 inh: 0.2; DDE Tn7 FP inh: 8.3

Results for CN1C(=O)C(=Cc2ccc(OCCN(C)c3ccccn3)cc2)C(=O)N(C)C1=O ?
ARFGAP1 inhibitor: 2.5; PLCg1 inh: -0.8; MBD2 inh: -1.7; UHRF1 binding: -0.8; ADAM17 inh: -1.0; ASAP1 GAP inh: 6.4; Tn6 DDE FP: 8.9; proKLK7 act: -0.4; PLCb3 inh: -3.0; DDE Tn7 FP inh: -5.4
